Compound activity as filed in PubChem BioAssay.
SENP6 block – SENP6 protease inhibition. Recombinant SENP6 catalytic domain, aminoluciferin luminescence. Q9GZR1. inhibition, % at 10 µM. 1.8% of 330,000 active;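 active means inhibition above about 50% at the single tested dose, limit read from the data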;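 further: plate controls were DMSO wells with enzyme for no effect and DMSO wells lacking enzyme for full effect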
Target sequence (Q9GZR1 628-1112 limits assumed): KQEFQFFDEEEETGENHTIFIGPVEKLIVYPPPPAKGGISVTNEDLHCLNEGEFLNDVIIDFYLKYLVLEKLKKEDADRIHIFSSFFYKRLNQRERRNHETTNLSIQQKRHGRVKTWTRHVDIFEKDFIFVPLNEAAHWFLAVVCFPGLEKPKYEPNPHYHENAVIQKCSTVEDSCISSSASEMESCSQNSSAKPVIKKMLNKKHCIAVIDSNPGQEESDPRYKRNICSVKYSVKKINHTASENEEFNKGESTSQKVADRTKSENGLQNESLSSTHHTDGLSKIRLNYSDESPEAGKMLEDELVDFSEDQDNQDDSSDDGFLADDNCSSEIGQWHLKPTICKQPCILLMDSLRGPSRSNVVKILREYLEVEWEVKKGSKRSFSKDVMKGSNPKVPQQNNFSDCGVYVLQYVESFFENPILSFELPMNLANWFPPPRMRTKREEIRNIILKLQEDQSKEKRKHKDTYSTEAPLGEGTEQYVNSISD
HKDC1 inh – HKDC1 (human) hexokinase inhibition; recombinant HKDC1, G6PDH/diaphorase resazurin coupled fluorescence; inhibition, % at 20 µM; 0.16% of 340,000 active; AID 493160;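 active means inhibition above about 35% when tested at 20 µM, limit read from the data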;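 further: plate controls were DMSO wells with enzyme for no effect and DMSO wells lacking enzyme for full effect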
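Test system: Recombinant HKDC1 (HK5) hexokinase enzyme, produced in-house | Input: HKDC1 at 5 µg/mL | Buffer or medium: Tris pH 8.0 buffer with MgCl2, Tween-20, BSA, BME | Schedule: 90 min reaction incubation at room temperature, dark | Technique: Resazurin-to-resorufin fluorescence via G6PDH and diaphorase coupling, 525/613 nm | Controls: DMSO wells with and without enzyme mix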
SENP7 inh – inhibitors of human SENP7 protease; Q9BQF6; recombinant SENP7, Z-RLRGG-aminoluciferin luminescence, 40 min; inhibition, % at 5 µM; 1.5% of 330,000 active; AID 434973;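 active means inhibition above about 50% at the single test dose, limit read from the data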;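 further: plate controls were DMSO with enzyme for no effect and no enzyme buffer wells for full effect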
beta cell repl – MIN6 beta-cell proliferation induction; proliferation, % at 10 µM; 0.29% of 330,000 active; MIN6 cells proliferation, ATPlite luminescence, 48 h; cells starved in 0.2% serum; 100% = growth in 10% serum;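 active means compounds whose signal lies at least 3.5 SD above the mean of all wells on their plate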;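 further: 0% = DMSO-treated cells in low-serum medium and 100% = 10% serum control; some compounds called inactive have numbers as strong as hits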
UBC13 polyUb – blocks human UBC13 polyubiquitin chain formation; P61088; TR-FRET; inhibition, % at 20 µM; 0.47% of 330,000 active; AID 485273; in the data active means inhibition above about 45%, passing the limit was not always enough
Target sequence (P61088 whole entry, looked up): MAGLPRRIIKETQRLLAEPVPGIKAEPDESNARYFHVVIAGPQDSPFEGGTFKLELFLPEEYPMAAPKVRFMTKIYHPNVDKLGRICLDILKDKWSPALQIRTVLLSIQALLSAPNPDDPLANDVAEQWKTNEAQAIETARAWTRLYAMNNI
SENP8 block-1 – inhibitors of human SENP8 protease; 1.2% of 330,000 active; purified SENP8, Z-RLRGG-aminoluciferin cleavage, luminescence; inhibition, % at 10 µM; AID 2540; in the data active means inhibition above about 50%
Target sequence (Q96LD8 whole entry, looked up): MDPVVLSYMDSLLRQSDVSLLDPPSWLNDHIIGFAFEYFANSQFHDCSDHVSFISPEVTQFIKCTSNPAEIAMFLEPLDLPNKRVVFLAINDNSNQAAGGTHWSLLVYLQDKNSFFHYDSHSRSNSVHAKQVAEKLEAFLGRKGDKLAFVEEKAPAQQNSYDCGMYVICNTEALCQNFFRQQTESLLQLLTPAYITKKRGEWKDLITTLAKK
SENP1 FRET inh – SENP1 (human) catalytic domain inhibition. Q9P0U3. recombinant SENP1 catalytic domain, CyPet-SUMO1-YPet FRET cleavage. inhibition, % at 10 µM. 0.21% of 360,000 active. AID 624204;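 active means inhibition at least 30% at 10 µM, raw YFP signal under a set limit, fluorescence ratio 0.5 to 1.5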;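 further: 0% = enzyme with DMSO and 100% = no enzyme wells; some results filed as inactive read as strong as hits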
Target sequence (Q9P0U3 419-644 limits assumed): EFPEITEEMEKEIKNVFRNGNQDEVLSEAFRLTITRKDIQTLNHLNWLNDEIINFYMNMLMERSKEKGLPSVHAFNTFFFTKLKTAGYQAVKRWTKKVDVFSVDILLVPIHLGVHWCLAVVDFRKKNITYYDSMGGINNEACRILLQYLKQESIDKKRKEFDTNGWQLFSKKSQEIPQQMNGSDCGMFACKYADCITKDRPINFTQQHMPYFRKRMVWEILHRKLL
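Assay system – human recombinant His6-tagged SENP1 catalytic domain enzyme · Input – SENP1 enzyme, 20 pM final · Buffer or medium – Tris pH 8 buffer plus EDTA, NaCl, BME, BSA, NP40, catalase · Schedule – 50 min reaction at room temperature · Technique – FRET read of cyan and yellow fluorescence · Control set – no-enzyme wells low, DMSO-plus-enzyme wells high control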
SENP8 block-2 – SENP8 (human) protease inhibition | Q96LD8 | recombinant SENP8, Nedd8 substrate fluorescence | 0.64% of 360,000 active | AID 602440 | inhibition, % at 20 µM; in the data active means inhibition mostly above about 40%, no sharp cut-off; inactive means mostly below about 27%
PfGluPho inh – PfG6PD (Plasmodium falciparum) enzyme inhibition; PfGluPho enzyme, NADPH resazurin-diaphorase fluorescence; inhibition, % at 20 µM; 0.78% of 350,000 active;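 active means inhibition reaching at least a set limit at 20 µM in the primary screen, cut at about 59% in these data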;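 further: 0% = DMSO wells with substrate and 100% = DMSO wells lacking glucose-6-phosphate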
* = called active by the depositor; i = inactive; . = no result given.

#1 COc1cc(C2C(C(=O)c3ccc(C)o3)=C(O)C(=O)N2CCc2ccccc2)ccc1O (stereo not given)
#2 O=C(c1ccccc1)C1C(=O)c2ccccc2C1=O
#3 OCCNCc1cc(Br)ccc1OCc1ccc(Cl)cc1Cl
#4 COc1ccc(C(=O)NCCSC2CCCCC2)cc1
#5 NC(=O)NNc1cccc(Cl)n1
#6 CCCCCCn1c(COc2ccccc2F)nnc1SCC(=O)c1c(N)n(C)c(=O)n(C)c1=O
#7 O=C(CCN1C(=O)C2C3C=CC(C3)C2C1=O)N1CCN(c2cccc(Cl)c2)CC1 (stereo not given)
#8 O=C(COC(=O)CCc1nc2ccccc2c(=O)[nH]1)Nc1ccc(Cl)cn1
entry no. | 1 | 2 | 3 | 4 | 5 | 6 | 7 | 8
SENP6 block | -1 | 9 | . | -31 | -2 | 2 | 1 | -7
beta cell repl | -1 | -3 | . | -2 | 1 | -1 | -1 | -5
SENP1 FRET inh | 1 | 4 | -50 | 2 | 1 | . | 2 | -22
SENP7 inh | -6 | 12 | . | 1 | -2 | 5 | 7 | 4
UBC13 polyUb | -23 | -30 | . | -6 | 8 | 3 | 7 | 5
PfGluPho inh | 0 | -7 | 43 | -4 | 13 | . | 2 | -2
HKDC1 inh | 10 | -6 | -7 | 2 | -10 | . | 1 | -5
SENP8 block-1 | 0 | 1 | . | -14 | 1 | 11 | -1 | -4
SENP8 block-2 | -23 | 46* | 42* | 23 | 0 | . | 18 | -23

Compound profiles, from the list above. Order of values: SENP6 block | beta cell repl | SENP1 FRET inh | SENP7 inh | UBC13 polyUb | PfGluPho inh | HKDC1 inh | SENP8 block-1 | SENP8 block-2
Listed for O=C(CCN1C(=O)C2C3C=CC(C3)C2C1=O)N1CCN(c2cccc(Cl)c2)CC1 (stereo not given) = 1 | -1 | 2 | 7 | 7 | 2 | 1 | -1 | 18
Listed for CCCCCCn1c(COc2ccccc2F)nnc1SCC(=O)c1c(N)n(C)c(=O)n(C)c1=O = 2 | -1 | . | 5 | 3 | . | . | 11 | .
Listed for COc1ccc(C(=O)NCCSC2CCCCC2)cc1 = -31 | -2 | 2 | 1 | -6 | -4 | 2 | -14 | 23
Listed for O=C(COC(=O)CCc1nc2ccccc2c(=O)[nH]1)Nc1ccc(Cl)cn1 = -7 | -5 | -22 | 4 | 5 | -2 | -5 | -4 | -23
Listed for COc1cc(C2C(C(=O)c3ccc(C)o3)=C(O)C(=O)N2CCc2ccccc2)ccc1O (stereo not given) = -1 | -1 | 1 | -6 | -23 | 0 | 10 | 0 | -23

(further entries)
#9 Cc1ccc(OCC(=O)OCC(=O)c2cccc([N+](=O)[O-])c2)cc1C
#10 Cc1ccc(NC(=O)/C(=C\c2cccc(Br)c2)NC(=O)c2ccco2)cc1
#11 O=C(COC(=O)c1ccc([N+](=O)[O-])o1)NC1CCCCC1
#12 Cc1ccccc1N1CCN(C2CCCN(C(=O)c3ocnc3C)C2)CC1 (stereo not given)
#13 Cc1cccc(NC(=O)Cn2cnc3c(oc4nc5c(cc43)COC(C)(C)C5)c2=O)c1
#14 CCOC(=O)c1cc2c(ccn2C)n1CC(=O)N(C)C
#15 O=C(NCC(c1ccco1)N1CCc2ccccc2C1)c1cccc([N+](=O)[O-])c1 (stereo not given)
#16 O=C(Nc1ccc2c(c1)OCCO2)c1cccc(S(=O)(=O)N2CCOCC2)c1
entry no. | 9 | 10 | 11 | 12 | 13 | 14 | 15 | 16
SENP6 block | -6 | -11 | 2 | 5 | 5 | 6 | -2 | -15
beta cell repl | 2 | -1 | 1 | -4 | -1 | -1 | 6 | -2
SENP1 FRET inh | -1 | -27 | 0 | 0 | -4 | -6 | 2 | 2
SENP7 inh | 4 | 10 | 18 | -4 | 2 | 4 | -1 | 7
UBC13 polyUb | -6 | -12 | -15 | -9 | -2 | -17 | -3 | 1
PfGluPho inh | -15 | -6 | 30 | -4 | -10 | 18 | 20 | -4
HKDC1 inh | -3 | -1 | 3 | -4 | 12 | -8 | 1 | -9
SENP8 block-1 | 7 | -7 | 12 | -2 | -2 | -6 | -6 | 0
SENP8 block-2 | 12 | 4 | 33 | 10 | -20 | -35 | 19 | 12

As entered above.
Value for entry 9 under SENP1 FRET inh: -1
Value for entry 12 under SENP8 block-1: -2

(list continues)
#17 Cc1cc2c(cc1C)CN(c1ccccc1)C2
#18 CCN1CCN(CCOc2cccc(Oc3ccccc3)c2)CC1
#19 Cc1cccc(-n2nnc3cnn(C)c3c2=O)c1
#20 Cc1cc(=O)[nH]c2c(N=Nc3ccc(O)cc3)c(N)nn12
#21 COc1ccc(Br)cc1CNc1ccc(N2CCOCC2)cc1
#22 COc1ccccc1NC(=O)Nc1ccccc1N1CCOCC1
#23 O=C(CNC(=S)N(Cc1ccc(F)cc1)C1CCCCC1)NCCN1CCOCC1
#24 COC(=O)CSc1nnc(Cc2cc(=O)[nH]c(=O)[nH]2)n1-c1cccc(OC)c1
entry no. | 17 | 18 | 19 | 20 | 21 | 22 | 23 | 24
SENP6 block | 59* | -6 | 1 | . | 1 | -49 | -1 | -4
beta cell repl | -1 | -1 | 1 | . | 0 | 2 | -3 | 2
SENP1 FRET inh | 4 | 0 | 2 | 5 | 1 | -1 | 0 | 14
SENP7 inh | 43 | 2 | 8 | . | 1 | 1 | -5 | -10
UBC13 polyUb | -14 | 9 | 1 | . | -2 | 0 | -11 | 8
PfGluPho inh | 6 | -8 | -9 | 6 | 22 | 10 | -2 | -1
HKDC1 inh | -1 | 18 | -6 | 3 | 2 | -7 | -2 | 0
SENP8 block-1 | 57* | -3 | 6 | . | 4 | -5 | 2 | 3
SENP8 block-2 | 22 | 5 | 17 | 38 | -18 | 20 | -1 | 20

#25 COc1ccc(NC(=O)COc2nsnc2N2CCOCC2)cc1
#26 COc1cc([N+](=O)[O-])cc(/C=N/NC(=O)c2cccnc2)c1O
#27 CC(C(=O)N(C)C1CCCCC1)N1CCC(C(N)=O)CC1 (stereo not given)
#28 COc1cccc(N2CCN(c3ccc4nnc(CCC(=O)Nc5cc(C)ccn5)n4n3)CC2)c1
#29 Cc1noc(NS(=O)(=O)c2ccc(NC(=O)C(Cl)(Cl)Cl)cc2)c1C
#30 CC(=O)N/C(=C\c1cccc([N+](=O)[O-])c1)C(=O)NC(C)C
#31 O=C(CSc1nn(-c2ccc(Cl)cc2)c(=S)s1)NCC1CCCO1 (stereo not given)
#32 COc1c(O)cc2oc(-c3ccc(O)cc3)cc(=O)c2c1O
entry no. | 25 | 26 | 27 | 28 | 29 | 30 | 31 | 32
SENP6 block | 0 | 50 | 7 | 8 | -7 | 2 | 11 | 57*
beta cell repl | 1 | -1 | -3 | 0 | -2 | -2 | -2 | -6
SENP1 FRET inh | 3 | -8 | 0 | 1 | 2 | -1 | 2 | -4
SENP7 inh | 4 | 23 | -5 | -1 | 5 | -2 | 4 | 59*
UBC13 polyUb | 7 | -53 | -3 | -15 | -8 | 4 | -3 | 1
PfGluPho inh | -13 | -14 | 3 | 24 | -7 | -2 | 2 | 7
HKDC1 inh | -9 | -10 | -3 | -1 | -2 | -5 | -5 | 4
SENP8 block-1 | 1 | 16 | -10 | 6 | -9 | -5 | -2 | 49
SENP8 block-2 | 14 | 37 | 3 | 12 | 11 | 5 | 17 | 23

#33 O=C(c1ccc(Cl)s1)N1CCc2ccccc21
#34 Cc1ccc(CS(=O)(=O)Cc2ccc(C(=O)NCCc3ccccc3)o2)cc1
#35 CCc1cc(-c2n[nH]c(C)c2-c2ccccc2Cl)c(O)cc1OC
#36 Cc1ccc(NC(=O)c2c(C(F)(F)F)nn(C)c2SCc2ccc(Cl)cc2)cc1C
#37 O=C(c1cccc(F)c1)N1CCN(Cc2cccc(Br)c2)CC1
#38 COc1ccc(NC(=O)C2CCN(S(C)(=O)=O)CC2)cc1OC
#39 FC(F)(F)c1ccccc1-c1nc(-c2ccncc2)no1
#40 O=C(c1ccc(N2CCOCC2)nc1)N1CCOCC1
entry no. | 33 | 34 | 35 | 36 | 37 | 38 | 39 | 40
SENP6 block | 89* | -2 | 9 | -6 | 9 | 3 | 13 | 1
beta cell repl | -3 | -3 | -7 | -6 | -2 | 2 | 2 | 0
SENP1 FRET inh | 2 | 0 | 0 | 1 | -2 | 0 | 3 | -3
SENP7 inh | 89* | 7 | 3 | 3 | -3 | -1 | 4 | 0
UBC13 polyUb | 7 | -2 | 12 | 6 | 0 | 3 | 6 | -1
PfGluPho inh | 13 | -5 | 98* | 16 | -20 | -9 | -13 | -1
HKDC1 inh | 0 | 1 | 4 | 4 | -4 | -5 | -3 | 2
SENP8 block-1 | 81* | -10 | -1 | -4 | 1 | -4 | -4 | 2
SENP8 block-2 | 16 | 2 | 5 | 3 | 2 | 11 | 5 | 13

#41 COc1ccc(-n2c(C)cc(C(=O)COC(=O)Cc3n[nH]c(=O)c4ccccc34)c2C)cc1
#42 Cc1nc(C(=O)NC2CC2)sc1C1(C)CC(c2ccccc2)=NO1 (stereo not given)
#43 O=C(COC(=O)c1ccc([N+](=O)[O-])o1)Nc1ncc(Cl)cc1Cl
#44 NC(=O)CN1CCCC1c1ccc2c(c1)OCCO2 (stereo not given)
#45 COc1ccc(C2=NS(=O)(=O)N(C)C(C(=O)Nc3ccc4c(c3)OCO4)=C2)cc1OC
#46 CCOC(=O)Cn1c(=O)c2c(nc3n2CCN3Cc2ccccc2)n(C)c1=O
#47 CCn1c(SCC(=O)NC2CCCCC2)nc2ccccc2c1=O
#48 O=C1CCCC2=C1C1(CCCC1)N=C(Nc1nc3ccccc3s1)N2
entry no. | 41 | 42 | 43 | 44 | 45 | 46 | 47 | 48
SENP6 block | -10 | -11 | 5 | -27 | 1 | -1 | 2 | 9
beta cell repl | 0 | 7 | -5 | -2 | -2 | -2 | 1 | 0
SENP1 FRET inh | -2 | 1 | -1 | 1 | 0 | 1 | 1 | 0
SENP7 inh | -4 | 8 | 3 | -8 | 2 | 4 | -10 | 0
UBC13 polyUb | -5 | 5 | -7 | 4 | -14 | 2 | 4 | 23
PfGluPho inh | 55 | -16 | 21 | 7 | 26 | 10 | -6 | -1
HKDC1 inh | -1 | -1 | 4 | -5 | 5 | 5 | -10 | -9
SENP8 block-1 | -9 | -7 | 16 | 4 | 7 | 0 | 6 | 3
SENP8 block-2 | -1 | 0 | 25 | 11 | 20 | 9 | 9 | -334

#49 Cc1ccc(NC2CC(C)NC(=S)N2)cc1 (stereo not given)
#50 CC(C)Cn1c(O)c(/C=C2\C=NN=C2c2ccccc2)sc1=S
#51 CCOc1ccccc1OC(=O)c1ccco1
#52 CCOc1nc(N=C(N)N)nc2c(C)cccc12
#53 Cc1ccc2oc(-c3cccc(NC(=O)c4cc(-n5cnnc5)ccc4Cl)c3)nc2c1
#54 CC(O)(CS(=O)(=O)Cc1ccccc1)C(=O)Nc1cccc(C(F)(F)F)c1 (stereo not given)
#55 COc1ccc2c(c1)C1(C)CC(C)(C)N2C(=O)N1c1ccccc1 (stereo not given)
entry no. | 49 | 50 | 51 | 52 | 53 | 54 | 55
SENP6 block | 7 | -20 | -4 | 7 | -13 | -7 | -15
beta cell repl | -1 | -5 | 1 | -4 | -2 | -3 | 0
SENP1 FRET inh | 0 | -9 | 2 | -7 | 0 | 1 | -4
SENP7 inh | -2 | -1 | 0 | 2 | 29 | -12 | -9
UBC13 polyUb | 3 | 6 | 0 | 19 | 10 | -2 | 11
PfGluPho inh | 1 | 32 | -9 | 0 | -4 | 11 | 73*
HKDC1 inh | 2 | -1 | -1 | -2 | -9 | 9 | 4
SENP8 block-1 | 8 | -9 | 13 | 0 | -18 | -11 | -2
SENP8 block-2 | 12 | 40* | 35 | i | 16 | 15 | -216
